B2AR arrestin – agonists driving beta-arrestin recruitment to human beta2-adrenergic receptor; P07550; beta-arrestin recruitment to beta2AR, cell-based reporter; Potency, µM (series often up to 46.1 µM), without a hit: at the top dose activation, actives largely listed as activators; 330,000 tested, 0.02% active; AID 492947;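 further: potency means the concentration at half of the fitted maximal effect; 0% = DMSO controls and full agonism = EC100 isoproterenol or metaproterenol; nearly all actives have a fitted effect of over 65% in size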
Tb PFK inh – inhibitors of T. brucei phosphofructokinase | O15648 | AID 485367 | T. brucei PFK, ADP-Glo luminescence | 330,000 tested, 0.17% active | Potency, µM (top dose mostly 57.5 µM), without a hit: at the top dose activity, negative = inhibition, usual class: inhibitors;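 further: potency means the concentration at half of the fitted maximal effect; 0% = uninhibited 1x PFK enzyme wells and -100% = no-enzyme wells; nearly all actives have a fitted effect of over 60% in size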
Target sequence (O15648 whole entry, looked up): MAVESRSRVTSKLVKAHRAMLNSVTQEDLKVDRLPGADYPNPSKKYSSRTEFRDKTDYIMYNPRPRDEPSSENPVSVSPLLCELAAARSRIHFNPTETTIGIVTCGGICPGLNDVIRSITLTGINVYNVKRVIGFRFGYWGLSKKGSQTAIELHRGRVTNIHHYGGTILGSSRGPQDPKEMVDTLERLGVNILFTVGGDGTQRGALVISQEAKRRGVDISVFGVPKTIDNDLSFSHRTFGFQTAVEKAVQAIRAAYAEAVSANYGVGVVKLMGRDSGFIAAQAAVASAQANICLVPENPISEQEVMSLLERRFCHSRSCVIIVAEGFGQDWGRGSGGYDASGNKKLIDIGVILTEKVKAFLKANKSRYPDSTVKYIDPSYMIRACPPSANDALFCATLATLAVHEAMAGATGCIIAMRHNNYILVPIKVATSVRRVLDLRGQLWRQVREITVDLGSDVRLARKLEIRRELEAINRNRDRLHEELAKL
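1.25 nM PFK with 0.5 mM F6P and 0.1 mM ATP in 0.1 M TEA pH 8.0, 5 mM MgCl2, incubated 45 min at room temperature; ADP measured by ADP-Glo luminescence; compounds titrated up to 57 uM.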
BCR signal inh – inhibitors of chronic active B-cell receptor signaling; ABC-DLBCL IkBa-CBG/CBR reporter, luminescence ratio, 4 h; Potency, µM (series often up to 46.1 µM), for inactives: top-dose ratio change, negative = lower green/red ratio, actives largely listed as inhibitors; 340,000 tested, 0.05% active; active means well fitted inhibition curve with a large enough effect in the signal ratio, with a control signal flat, not every such curve was filed as active; inconclusive means small, poorly fitted or top-dose-only effect, or effect the other way, or a change in a side signal; the % refers to the signal ratio;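 further: potency means the concentration at half of the fitted maximal effect; plate controls were basal doxycycline-induced cells for no effect and cells given 10 µM MG132 for full effect; MG132 reads +100%, hits lower the ratio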
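Concentration-response series (up to 46 uM) were applied to TMD8 dual-reporter cells for 4 h at 37C with doxycycline. Green/red ratio, after filter-overlap correction, defined %Activity; red signal alone was normalised to basal cells and zero luminescence.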
PKM2 act – PKM2 (human) enzyme activation; P14618; purified PKM2, Kinase-Glo ATP luminescence, activation; response scale: 0% is enzyme alone, no compound; Potency, µM (highest dose often 57.5 µM), for the others: at the top dose activation, actives largely listed as activators; 260,000 tested, 0.34% active; AID 1631; further: potency means the concentration at half of the fitted maximal effect; on the % scale 0 is the no-effect control and ±100 the full control effect; nearly all actives have a fitted effect of over 55% in size
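Purified hPK-M2 (>95% pure) converted ADP (0.1 mM final) to ATP with 0.5 mM PEP in 50 mM imidazole pH7.2, KCl, MgCl2, Tween 20, BSA; 1 h at room temperature. ATP detected by Kinase-Glo luminescence.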
PTAP TSG101 blk – blocks PTAP/TSG101 interaction to inhibit HIV-1 budding | Q99816 | Fluorescence polarization, FITC-PTAP peptide / Tsg101 binding | Potency, µM (doses to about 115 µM), for the others: top-dose activity change, negative = inhibition, hits mostly inhibitors | 340,000 tested, under 10 active; active means well fitted inhibition curve with a large enough effect in the main read-out, with a control signal flat, not every such curve was filed as active; inconclusive means small, poorly fitted or top-dose-only effect, or effect the other way, or a change in a side signal; inactive means no such curve, though single readings can be large or run the other way; further: potency means the concentration at half of the fitted maximal effect; % of control where 0% means no effect
Target sequence (Q99816 whole entry, looked up): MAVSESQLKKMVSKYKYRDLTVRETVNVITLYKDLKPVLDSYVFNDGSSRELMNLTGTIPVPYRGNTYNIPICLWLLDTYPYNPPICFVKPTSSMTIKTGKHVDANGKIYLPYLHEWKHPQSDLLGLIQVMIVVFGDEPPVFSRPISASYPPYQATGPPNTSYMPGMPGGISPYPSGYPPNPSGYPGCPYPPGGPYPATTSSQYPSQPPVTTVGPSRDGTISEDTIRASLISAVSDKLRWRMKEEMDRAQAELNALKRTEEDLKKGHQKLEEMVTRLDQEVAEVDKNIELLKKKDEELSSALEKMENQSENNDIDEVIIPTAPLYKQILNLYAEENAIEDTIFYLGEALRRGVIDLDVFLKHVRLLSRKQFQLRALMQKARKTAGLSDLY
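Compounds were pin-transferred onto Tsg101 binding domain (10 uM final) in HEPES pH 7.5 buffer, then FITC-PTAP peptide was added at 50 nM final. After 20 min at RT, polarization reported peptide displacement across a qHTS concentration series.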
GALK inhibitor – galactokinase (human) inhibition; Purified GALK, Kinase-Glo residual ATP luminescence; 270,000 tested, 0.007% active; P51570; Potency, µM (highest dose often 57.5 µM), without a hit: at the highest dose activity change, negative = inhibition, hits mostly inhibitors; further: potency means the concentration at half of the fitted maximal effect; on the % scale 0 is the no-effect control and ±100 the full control effect
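Kinase-Glo Plus luminescence measured ATP left after a 1 h room-temperature reaction. The reaction used 5 nM GALK, 100 uM galactose and 35 uM ATP at pH 8.0 (20 mM HEPES, 5 mM MgCl2, 60 mM NaCl, 1 mM DTT, 0.01% BSA).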
Giardia kill – Giardia lamblia killing; activity change, % at 7.66 µM, hits read low; 340,000 tested, 0.15% active; Giardia lamblia trophozoite viability; in the data active means activity change below about -80%; inconclusive means between about -30% and that limit;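 further: parasites exposed to compound for two days anaerobically before the ATP read; on the % scale 0 is the no-effect control and ±100 the full control effect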
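Luminescence from cellular ATP indicates surviving trophozoites (100 cells/well) following 48 hrs anaerobic compound treatment at 37 deg C; signal develops 15-30 min at room temperature.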
a7 integrin act – integrin-mediated muscular dystrophy alleviation activation | AID 624291 | Potency, µM (doses to about 38.3 µM), inactives show top-dose activation, usual class: activators | 350,000 tested, 0.064% active | alpha7betagal myoblasts, beta-gal FDG fluorescence, 48 h;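 further: potency means the concentration at half of the fitted maximal effect; 100% = response of the positive control SU9516; nearly all actives have a fitted effect of over 60% in size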
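Alpha7betagal+/- myoblasts (passage 13) were plated 16-24 hr, then exposed to compounds (1:260 dilution of DMSO stock) for 48 hours at 37C. After MPER lysis, β-galactosidase reporter activity was read as FDG fluorescence (ex 480/em 540) after 30 minutes.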
S-ASM inh – human S-ASM enzyme inhibition; P17405; placental ASM, HMU-PC fluorogenic substrate, 60 min; Potency, µM (top dose mostly 57.5 µM), inactives show at the top dose activity change, negative = inhibition, hits mostly inhibitors; 340,000 tested, 0.006% active; AID 504937; further: potency means the concentration at half of the fitted maximal effect
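Human placenta-derived ASM enzyme was preincubated with compound for 10 minutes at room temperature, then given fluorogenic substrate HMU-PC0 (9 uM final) for 60 minutes at 37 °C; a pH 10 stop preceded fluorescence reading at Ex 386/Em 447 nm.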
Menin MLL FP TR – menin-MLL binding inhibition, Texas Red mutant peptide; O00255; Menin + Texas Red MLL mutant peptide, fluorescence polarization; Potency, µM (titrated, usually from 61.6 µM), inactives show at the top dose FP activity change, negative = inhibition, usual class: inhibitors; 270,000 tested, 0.23% active; active means well fitted inhibition curve with a large enough effect in the polarisation, with a control signal flat, not every such curve was filed as active; inconclusive means small, poorly fitted or top-dose-only effect, or effect the other way, or a change in a side signal; inactive means no such curve, though single readings can be large or run the other way; the % refers to the polarisation; further: potency means the concentration at half of the fitted maximal effect; % of control where 0% means no effect; many of its hits are not listed in these tables
Coupling enz – counter-screen for Giardia aldolase inhibitors: coupling enzyme system. coupling enzyme system counterscreen, AmpLite Red fluorescence. activity change, negative = inhibition, % at 58.2 µM, hits read low. 290,000 tested, 0.67% active. AID 2472; in the data active means activity change below about -30%; further: on the % scale 0 is the no-effect control and ±100 the full control effect
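Fluorescence at 525 nm excitation and 598 nm emission measured inhibition of the coupled detection system without aldolase. Compounds (at 57.5 uM final) were preincubated 10 min at room temperature with coupling enzyme reagent before a 20 min substrate/AmpLite Red step.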
* marks the source's active call; other numbers are inactive results; u = inconclusive; x = not tested or not shown; [ ] = another dose, or the depositor's remark. Unless noted, the call rests on the fitted dose curve; in most records, active means well fitted curve in the direction sought with a large enough effect; inconclusive means small, poorly fitted or top-dose-only effect, or another doubt; inactive means no such curve, though single readings can be large; an effect the other way counts as inactive or inconclusive.

| mol | B2AR arrestin | Tb PFK inh | BCR signal inh | PKM2 act | PTAP TSG101 blk | GALK inhibitor | Giardia kill | a7 integrin act | S-ASM inh | Menin MLL FP TR | Coupling enz |
| --- | --- | --- | --- | --- | --- | --- | --- | --- | --- | --- | --- |
| CON(C)C(=O)C[C@@H]1C[C@H](OC(=O)c2ccc([N+](=O)[O-])cc2)CN1C(=O)OC(C)(C)C | -0.1% | 4% | 4% | x | -3% | x | 2 | -14% | 1% | x | x |
| COc1ccc(NC(=O)CSc2nc3cccnc3n2C)cc1 | -0.8% | -9% | -10% | 7% | -4% | 11% | 5 | 21% | 3% | 0% | 0 |
| C=CC[n+]1c(/C=C/c2ccc(OC(C)=O)c(OC)c2)ccc2ccccc21 | 0.3% | u | u | x | -2% | 0% | -10 | -6% | 53%[activator] | -30% | -1 |
| CCC1Oc2ccccc2N(CC(=O)NCC2CCCO2)C1=O (stereo unspecified) | -0.3% | 5% | 0% | 1% | -4% | 1% | 3 | -16% | 1% | 3% | 0 |
| COc1ccc(CN2CC(C(=O)NCc3cccc(OC)c3)CC2=O)cc1 (stereo unspecified) | 0.1% | -1% | -2% | -5% | 1% | -3% | -16 | 18% | -2% | -27% | 0 |
| Cc1ccc2nsnc2c1NC(=O)c1ccc(-c2cc(Cl)ccc2Cl)o1 | -0.3% | 4% | 2% | 19% | -6% | 4% | -5 | -54%[inhibitor] | 19% | -1% | -20 |
| Cc1cc(C)cc(N(CC(=O)Nc2ccc(C)cc2Cl)S(=O)(=O)c2c(C)[nH]c(=O)[nH]c2=O)c1 | 0.1% | 1% | u | x | -2% | 6% | 11 | -9% | -10% | x | x |
| Clc1nc(-c2n[nH]nc2Cl)n[nH]1 | -0.1% | 1% | 8% | 4% | -5% | 0% | -13 | 2% | 2% | -1% | 0 |
| O=C(CN1C(=O)c2ccc([N+](=O)[O-])cc2C1=O)NCC1CCCO1 (stereo unspecified) | 0.2% | 3% | -1% | x | 0% | x | 10 | 32% | x | x | x |
| Cc1ccc(S(=O)(=O)N2C(=O)C(C)SC2=Nc2ccccc2)cc1 (stereo unspecified) | 10% | -5% | 3% | 0% | 0% | 1% | -14 | 0% | 1% | 8% | -4 |
| Cc1ccc(S(=O)(=O)Nc2ccccc2CNc2ccc(Br)cn2)cc1 | -0.7% | -4% | 18% | -2% | -4% | x | 16 | -23% | -5% | -23% | -3 |
| CCCCC1(C)NC(=O)c2c(C)sc(C(=O)OCC)c2N1 (stereo unspecified) | 0.1% | 1% | -1% | 1% | -2% | -1% | 6 | 5% | 46%[activator] | u | 2 |

Exported with each value named: part of the list above.
> Cc1ccc(S(=O)(=O)N2C(=O)C(C)SC2=Nc2ccccc2)cc1 (stereo unspecified)
  B2AR arrestin: 10%
  Tb PFK inh: -5%
  BCR signal inh: 3%
  PKM2 act: 0%
  PTAP TSG101 blk: 0%
  GALK inhibitor: 1%
  Giardia kill: -14
  a7 integrin act: 0%
  S-ASM inh: 1%
  Menin MLL FP TR: 8%
  Coupling enz: -4

> Cc1ccc(S(=O)(=O)Nc2ccccc2CNc2ccc(Br)cn2)cc1
  B2AR arrestin: -0.7%
  Tb PFK inh: -4%
  BCR signal inh: 18%
  PKM2 act: -2%
  PTAP TSG101 blk: -4%
  GALK inhibitor: x
  Giardia kill: 16
  a7 integrin act: -23%
  S-ASM inh: -5%
  Menin MLL FP TR: -23%
  Coupling enz: -3

(more compounds)
| mol | B2AR arrestin | Tb PFK inh | BCR signal inh | PKM2 act | PTAP TSG101 blk | GALK inhibitor | Giardia kill | a7 integrin act | S-ASM inh | Menin MLL FP TR | Coupling enz |
| --- | --- | --- | --- | --- | --- | --- | --- | --- | --- | --- | --- |
| COc1cc(OC)cc(C(=O)NCCN2C(=O)S/C(=C\c3cccs3)C2=O)c1 | -0.2% | -4% | -27% | 1% | -1% | 10% | 4 | -21% | -2% | -2% | 0 |
| N#CCC(=O)Nc1ccc(C(=O)NCC2(N3CCOCC3)CCCCC2)cc1 | -0.1% | -3% | -1% | x | 1% | x | 2 | 14% | 6% | x | x |
| C=CCNc1nnc(C)c2ccccc12 | 0.5% | 4% | -5% | 0% | 4% | 3% | -8 | 24% | 4% | -5% | 4 |
| CCOc1ccccc1OCC(=O)NCc1ccco1 | 0.2% | u | 1% | 15% | -7% | -2% | 23 | -16% | 0% | -2% | 0 |
| Cn1c(SCC(=O)O)nc2ccccc2c1=O | 0.5% | 2% | u | 0% | -4% | 0% | -6 | 1% | 1% | -9% | 10 |
| Cc1cccc(N2CCC(N=CN(C)C)=N2)c1 | 0.3% | -4% | -6% | x | -1% | 12% | -11 | -26% | 0% | -2% | 1 |
| O=C(Nc1ccc(S(=O)(=O)N2CCCCC2)cc1)C1CC(=O)N(c2ccc(Cl)cc2)C1 (stereo unspecified) | 0.6% | -1% | 18% | 4% | -1% | -2% | 16 | 0% | -24% | 64%[activator] | 0 |
| CCCn1nnc(NC(=O)c2cc(Br)cc(Br)c2OC)n1 | -1.1% | -1% | u | -4% | -10% | 0% | 9 | u | 5% | 0% | -2 |
| COc1ccccc1CNC(=O)c1ccc(SC)cc1OC | -0.5% | 1% | u | 3% | -5% | -4% | -9 | 16% | -2% | 6% | -4 |
| CCC(=O)Nc1cc2nn(-c3ccc(OC)cc3)nc2cc1C | -0.6% | 4% | u | -4% | -4% | -1% | u | u | 25% | 3% | 4 |
| Cc1ccc(Cn2c(SCC(=O)NCC3CCCO3)nc3c2c(=O)n(C)c(=O)n3C)cc1 (stereo unspecified) | 0.1% | -10% | 10% | -12% | 1% | 2% | -2 | 43% | 1% | u | -2 |
| Cc1ccc(C(=O)COC(=O)c2cc(=O)[nH]c3ccccc23)cc1 | -0.2% | -2% | 1% | 1% | 1% | 9% | -7 | 3% | 34%[activator] | -15% | 0 |
| COc1ccc(CCn2c(-c3ccc(C(C)(C)C)cc3)n[nH]c2=S)cc1OC | -1.1% | 15% | 1% | -3% | -5% | 2% | 12 | 11% | 3% | u | 1 |
| O=C(CSc1nnnn1C1CC1)N1CCN(c2cccc(Cl)c2)CC1 | 0.0% | u | 0% | x | -4% | x | -6 | -18% | -1% | x | x |
| O=C(c1cccc(Br)c1)N1CCN(C2=NS(=O)(=O)c3ccccc32)CC1 | -0.4% | -1% | 0% | -4% | -1% | 2% | -7 | -8% | -1% | 0% | 2 |
| COc1cc(OC)c(NS(=O)(=O)c2c(C)[nH]c(=O)[nH]c2=O)cc1Cl | 0.2% | 3% | -1% | x | -5% | x | u | 27% | 2% | 29% | 1 |
| CCN(CC)CCN1C(=O)C(O)=C(C(=O)c2sc(C)nc2C)C1c1cccnc1 (stereo unspecified) | 0.3% | -1% | 1% | 3% | -5% | -1% | 29 | 21% | -3% | -21% | 2 |
| O=C(CN1CCN(Cc2ccccc2)CC1)Nc1ccc(-n2cnnn2)cc1 | -0.5% | 3% | 9% | 0% | -5% | 0% | 2 | 9% | 0% | 25% | -1 |
| CC(=O)N1CCN(c2ccccc2NC(=O)Cc2ccc(Cl)cc2)CC1 | 0.0% | 3% | 4% | 1% | -1% | 3% | 9 | u | 5% | 1% | 1 |
| CC(C)NC(=O)c1cccc(Cn2cc(Cl)cn2)c1 | -0.2% | -5% | 4% | -4% | -7% | 0% | 20 | 9% | 1% | 2% | 3 |
| COc1ccc(/C=C(/NC(=O)c2cccc([N+](=O)[O-])c2)C(=O)O)cc1 | 0.2% | -1% | 2% | -3% | -2% | 7% | -12 | 10% | -2% | -13% | 2 |
| CC(=O)Oc1cc2c(C(C)=O)coc2c2ccccc12 | -0.1% | 5% | 6% | -6% | -6% | -2% | -2 | -18% | 1% | -7% | -1 |
| Cc1cc(Cl)c(OCCCN2CCCCC2)c(Br)c1 | -1.6% | -3% | 3% | -4% | 1% | 0% | 5 | -34% | 3% | -14% | 1 |
| CCCCCCSc1ccc([C@H]2N[C@@](CC(C)C)(C(=O)OC)[C@H]3C(=O)N(C)C(=O)[C@@H]23)cc1OC | -0.2% | -12% | 15% | x | -9% | x | 7 | -8% | 1% | x | x |
| CC(C)(O)C(=O)NN(C(=O)c1ccccc1)c1cccc(Br)c1 | -0.8% | 0% | -1% | -4% | -6% | -2% | -7 | -11% | 5% | 14% | 2 |

Screening data deposited in PubChem BioAssay by National Center for Advancing Translational Sciences (NCATS).

This is a subset; count on the stated rates, not on these rows.
